Assay outcomes (PubChem BioAssay)
AID2073: inhibitors of Mint1-CaV2.2 protein interaction, biochemical, HTRF (AID 2073) | Voltage-dependent N-type calcium channel subunit alpha-1B (Homo sapiens) | HTRF protein-protein interaction, Mint1-CaV2.2; higher % means a stronger effect | inhibition, % at 20 µM; hits with a dose series show IC50 in µM | 290,000 tested, 0.19% active; in the data active = inhibition mostly above about 51%, no sharp cut-off; inconclusive = no clear call, values can overlap the other calls; inactive = mostly below about 53%; also: some results filed as inactive read as strong as hits
Dynein transport: inhibitors of GR-EGFP nuclear translocation, primary screen, dynein cargo transport inhibitor project, imaging, high-content, 3617.4 mouse cells. test concentration mostly 20 µM; stimulated with dexamethasone, 1 µM; stronger effect = lower value. z-score, hits read low. 220,000 tested, 0.47% active. AID 1381, 2008;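 active = plate z-score of nuclear minus cytoplasmic receptor signal below a set negative limit, without overly bright fluorescence or cell loss, cut at about -3.5 in these data, passing the limit was not always enough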;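 also: z-score of nuclear minus cytoplasmic ring GR-EGFP intensity difference per well; some compounds called inactive have numbers as strong as hits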
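Buffer or medium: tetracycline-free induction medium containing charcoal-stripped FBS / Reagent: dexamethasone agonist, 1.0 µM final, for 30 min / Technique: automated 10x imaging of fixed Hoechst-stained cells / Times: induction 48 h, compound 1 h, agonist 30 min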
KOR beta-arrestin-1: KOR antagonists, beta-arrestin recruitment, cell-based, luminescence, uHTS (AID 1778). KOR beta-arrestin recruitment, luminescence, antagonist mode; higher % means a stronger effect. 290,000 tested, 0.091% active. Kappa-type opioid receptor (Homo sapiens). inhibition, % at 10 µM; hits with a dose series show IC50 in µM; also: strong numbers were not always called active
KOR beta-arrestin-2: KOR agonists, beta-arrestin recruitment, primary screen, cell-based, luminescence, uHTS (AID 1777); Kappa-type opioid receptor (Homo sapiens); KOR beta-arrestin recruitment, luminescence; higher % means a stronger effect; one-dose activation, % at 10 µM; EC50 in µM for titrated hits; 280,000 tested, 0.02% active; in the data active = activation above about 50%, passing the limit was not always enough; also: a part of the inactive calls stands beside numbers as strong as those of hits
M1AAP inhibition: P. falciparum M1AAP inhibitors, biochemical, fluorogenic H-Leu-NHMec substrate, 1536-well (AID 1445). 220,000 tested, 0.42% active. recombinant M1AAP, H-Leu-NHMec fluorogenic kinetic assay; higher % means a stronger effect. inhibition, % at 30 µM, or IC50 in µM where a hit was titrated;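 active = primary inhibition above the hit cutoff, then over 50% inhibition at one or more dose response concentrations, cut at about 23% in these data, passing the limit was not always enough; inconclusive = conflicting primary data, or primary hits not chosen for dose response; inactive = low primary inhibition, or under 50% at every dose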;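 also: plate controls were DMSO full reaction for no effect and no enzyme background for full effect; strong numbers were not always called active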
GPR55 activation: GPR55 agonists via beta-arrestin recruitment, primary screen, imaging, U2OS cells, beta-arrestin-GFP redistribution (AID 1961) | U2OS GPR55 beta-arrestin-GFP redistribution imaging; higher % means a stronger effect | activation, % at 10 µM, or EC50 in µM where a hit was titrated | 290,000 tested, 0.048% active;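 active = activation above 40% with more than 50 cells counted in the well; inconclusive = wells holding fewer than 50 cells, flagged as toxic or sparse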;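 also: U2OS osteosarcoma cells stably expressing GPR55 and beta-arrestin-GFP; plate controls were DMSO negative control for no effect and LPI positive control for full effect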
HEK293 NOD2/NF-kB: NOD2 signaling inhibitors, cell-based, luminescence, uHTS, HEK293 (AID 1566) | HEK293 NOD2/NF-kB luciferase reporter, luminescence; higher % means a stronger effect | one-dose inhibition, % at 4 µM; EC50 in µM for titrated hits | 290,000 tested, 0.63% active; also: many of its hits are not listed in these tables
NOD1 NF-kB reporter: NOD1 signaling inhibitors, primary screen, cell-based, luminescence, uHTS (AID 1578); NOD1-driven NF-kB luciferase reporter cells, luminescence; higher % means a stronger effect; one-dose inhibition, % at 4 µM; EC50 in µM for titrated hits; 290,000 tested, 1% active; in the data active = inhibition mostly above about 36%, no sharp cut-off; inactive = mostly below about 34%;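 also: HEK-293T reporter cells stimulated with the NOD1 agonist gamma-tri-DAP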
M17LAP inhibition: P. falciparum M17LAP inhibitors, primary screen, biochemical, fluorogenic H-Leu-NHMec substrate, 1536-well (AID 1619); Leucine aminopeptidase (Plasmodium falciparum (isolate 3D7)); recombinant M17LAP, H-Leu-NHMec fluorogenic kinetic assay; higher % means a stronger effect; one-dose inhibition, % at 30 µM; IC50 in µM for titrated hits; 220,000 tested, 0.38% active;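 active = compound inhibiting the enzyme by more than half at any dose during confirmatory dose-response retesting; inconclusive = strong single-dose inhibitors picked by rank but not retested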;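 also: plate controls were full reaction with DMSO carrier for no effect and no enzyme background for full effect; strong numbers were not always called active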
Dynein transport cytoplasmic EGFP: further read-out of Dynein transport, marked with its call; z-score; measured here: cytoplasmic GR-EGFP intensity; stronger effect = higher value
Dynein transport nuclear GR-EGFP: second read-out of Dynein transport, no call of its own (marks repeat the call); z-score; measured here: nuclear GR-EGFP intensity;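 lower value marks the stronger effect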
Dynein transport cell count: recorded beside Dynein transport, whose call it bears; z-score; measured here: cell count per field
Starred values were filed as active, the others as inactive; ? = inconclusive; . = not tested or not shown; [ ] = remark or other dose. Rule as the data show it, unless noted: active = inhibition above about 50%; inactive = the rest. Some of the compounds tested (hit frequency here may not be typical).

Below each SMILES: KOR beta-arrestin-1 | Dynein transport cytoplasmic EGFP | M1AAP inhibition | Dynein transport | HEK293 NOD2/NF-kB | GPR55 activation | Dynein transport nuclear GR-EGFP | Dynein transport cell count | AID2073 | NOD1 NF-kB reporter | M17LAP inhibition | KOR beta-arrestin-2
> O=C(NCCc1ccccc1)c1cnc(Cl)c(Cl)c1
    15% | . | . | . | 8% | 0.3% | . | . | 11% | -5% | . | -1.0%
> CCCCSCCCNC(=O)CCCN1C(=O)c2ccccc2Sc2ncccc21
    -14% | . | . | . | 24% | -0.1% | . | . | 6% | -5% | . | -5.8%
> O=C(NC(=O)C(F)(F)F)Nc1ccc(S(=O)(=O)Nc2nccs2)cc1
    18%[20 µM] | . | . | . | 2% | 0.2% | . | . | 14% | -17% | . | -4.6%
> COc1ccccc1/C=C/CN1CCCC(CCC(=O)NCc2ccccc2F)C1 (stereo not drawn)
    -12% | -0.12 | -3% | 2.6 | 1% | 1.3% | 1.1 | -1.5 | 16% | -26% | 3% | 2.0%
> Nc1cc(=O)[nH]c(SCCNS(=O)(=O)c2ccccc2)n1
    -37% | -0.23 | 17% | -0.41 | -12% | -0.1% | -0.14 | 0.55 | 4% | -3% | 1% | -0.5%
> O=C(c1ccc(Cl)s1)N1CCN(c2nc3ccccc3s2)CC1
    -4% | -0.15 | 4% | 1.5 | 23% | 0.3% | 0.76 | -0.43 | 5% | 12% | -4% | 1.8%
> COc1ccccc1CCC(=O)Oc1ccccc1C#N
    -17% | . | . | . | -1% | 0.0% | . | . | 8% | -19% | . | -1.7%
> C/C(=N\NC(=O)CN1CCN(S(=O)(=O)c2ccc(C)cc2)CC1)c1ccncc1
    11% | -0.24 | 2% | -0.23 | -4% | -0.1% | 0.54 | -0.45 | -7% | -5% | 2% | -2.8%
> Cc1ccc(-c2noc(C3CCCN(C(=O)c4ccc(C(C)(C)C)cc4)C3)n2)o1 (stereo not drawn)
    -8% | . | . | . | 40% | 0.6% | . | . | 18% | 29% | . | 1.2%
> Cc1ccc(C)c(NS(=O)(=O)c2cc(C(=O)Nc3ccccc3-c3ccccc3)ccc2C)c1
    21% | -0.23 | 3% | -0.14 | -11% | -0.1% | -0.2 | 0.9 | 2% | 12% | -10% | 1.2%
> Cc1cc(C)n2nc(SCc3ccccc3F)nc2n1
    -1% | . | . | . | 15% | 0.0% | . | . | 0% | 8% | . | 0.7%
> CCOC(=O)CC(=O)COc1nc2cc3c(nc2o1)CCCC3
    15% | . | . | . | 8% | -0.2% | . | . | 15% | -22% | . | 0.2%
> CCCn1nc(C(=O)Nc2nnc(CC)s2)c2ccccc2c1=O
    -24%[20 µM] | -0.3 | 6% | 1.2 | 6% | -0.1% | 1.3 | -1.3 | 0% | -12% | 3% | -6.9%
> COC(=O)C1=C(COc2ccc(F)cc2)NC(=O)NC1c1ccc(C)cc1C (stereo not drawn)
    -20% | -0.1 | 5% | 0.81 | -4% | -0.1% | 1 | 0.61 | 11% | 16% | 14% | 6.1%
> COc1ccc(OC)c(NC(=O)C2CCCN2C(=O)NC2CCCCC2)c1 (stereo not drawn)
    6% | . | . | . | -6% | -0.2% | . | . | 0% | 4% | . | -5.5%
> C=C(C)CSc1ncc(-c2cccc(C(F)(F)F)c2)cn1
    8% | -0.22 | -1% | -0.11 | 10% | -0.2% | -0.35 | 0.31 | -8% | -20% | -3% | -1.4%
> O=C1Nc2ccccc2C12NCCc1c2[nH]c2ccccc12 (stereo not drawn)
    33% | -0.05 | -1% | -0.3 | 6% | 0.0% | -0.043 | 0.23 | -10% | -7% | 0% | -2.1%
> Cc1nc(NCc2ccc(S(N)(=O)=O)cc2)c2c(C)c(C)sc2n1
    -30% | . | . | . | 21% | -0.2% | . | . | 19% | 16% | . | -1.9%
> Cc1ccc(C(NC(N)=O)c2ccccc2C)cc1 (stereo not drawn)
    -2% | -0.25 | -2% | -0.43 | -30% | 0.1% | 0.049 | 0.18 | 0% | 21% | -3% | -6.0%
> CCN1CCCc2cc(CN(CCN3CCOCC3)C(=S)Nc3cccc(Cl)c3)ccc21
    14% | -0.2 | -2% | 0.66 | 10% | -0.3% | 1.3 | -1.6 | ? | 15% | 0% | -5.0%
> O=C1N/C(=C/c2cccn2-c2ccccc2)C(=O)N1Cc1ccccc1F
    12% | 0.45 | -1% | 1.8 | 20% | 0.1% | 0.93 | -2.1 | 12% | -1% | 2% | 3.6%
> Cc1ccc(C)c(N2C(=O)CC(N3CCN(Cc4ccc5c(c4)OCO5)CC3)C2=O)c1 (stereo not drawn)
    -41% | -0.28 | 1% | 0.097 | -4% | -0.1% | -0.034 | 0.031 | -10% | -5% | -3% | 3.3%
> COc1ccc(CN2CN(S(=O)(=O)c3cccs3)c3nc4ccccc4nc32)cc1
    14% | -0.27 | -5% | 0.59 | -1% | 0.0% | -0.0071 | 0.12 | -11% | 1% | -2% | -0.2%
> Oc1cccc(-c2nc3c4c(ncn3n2)-c2ccccc2CC42CCCC2)c1
    16% | -0.012 | -7% | 0.019 | 10% | -0.2% | 0.51 | 0.48 | 7% | . | 2% | -0.8%
> CN1CCN(C(=O)CN(C)S(=O)(=O)c2ccc3ccccc3c2)CC1
    -41%[20 µM] | -0.25 | -7% | 0.85 | 7% | -0.1% | 0.062 | 0.22 | -4% | -12% | 35% | .
> CCOC(=O)c1c(NC(=O)CCCC(=O)O)sc2c1CCC2
    9%[20 µM] | -0.37 | 15% | -0.36 | 12% | -0.1% | -0.064 | 0.92 | 3% | -27% | 17% | .
> C=CCn1c(O)c2ccc(C(=O)N=NC(=O)COc3ccc(OC)cc3)cc2c1O
    4% | . | . | . | 1% | -0.2% | . | . | 2% | -6% | . | -4.1%
> COc1ccc(N2CCN(Cc3nc(N)nc(N4CCCc5ccccc54)n3)CC2)cc1
    23% | -0.14 | -2% | 2 | -2% | 0.0% | 1.1 | -1.7 | 2% | -6% | -2% | 1.5%
> CCOC(=O)C1CCN(C(=O)c2cc3c(=O)n4cccc(C)c4nc3s2)CC1
    -24% | . | . | . | 12% | -0.1% | . | . | 4% | 11% | . | -2.3%
> Cc1ccccc1Cn1cc(NS(=O)(=O)c2cn(C)nc2C)cn1
    10% | . | . | . | 9% | -0.2% | . | . | 7% | 6% | . | 0.7%
> Cc1cc(C)c(C)c(OCC(=O)O/N=C(\N)c2ccncc2)c1
    12% | . | . | . | 12% | 1.0% | . | . | -5% | -26% | . | 0.2%
> CCCNC(=O)c1ccccc1NC(=O)c1ccccc1N(C)S(=O)(=O)c1ccc(C)cc1
    14% | . | 1% | . | 17% | -0.3% | . | . | 11% | -8% | -19% | 5.4%
> CCc1nnc(SCc2ccc(CSc3nnc(CC)n3N)cc2)n1N
    -3% | -0.19 | -4% | -0.4 | 1% | 0.5% | -0.32 | 0.87 | 0% | . | 10% | 1.8%
> CC(C)Nc1nc(NC(C)C)nc(OCCOC(=O)c2ccccc2)n1
    -14% | -0.24 | 5% | 0.2 | 9% | -0.2% | 0.63 | 0.64 | -6% | -39% | -5% | 5.0%
> Cc1cc(C)c(NC(=O)C2CCCN2C(=O)NC2CCCCC2)c(C)c1 (stereo not drawn)
    14% | -0.18 | -5% | -0.43 | 13% | -0.3% | 0.011 | 0.34 | 20% | -25% | -1% | -1.9%
> CC(=O)c1ccc(N/C=C/C(=O)c2ccc(Br)cc2)cc1
    -10% | . | . | . | -46% | 0.2% | . | . | 19% | -68% | . | -2.0%
> COc1ccc(CCNC(=O)c2[nH]c(C)c(C(C)=O)c2C)cc1
    10% | -0.028 | 11% | 2.6 | 10% | -0.1% | 1.9 | -1.8 | 4% | 2% | 4% | -4.7%
> Nc1ccccc1Sc1ccc(C(=O)c2ccccc2C(=O)O)cc1[N+](=O)[O-]
    -5% | -0.2 | 99µM* | -0.49 | 10% | 0.2% | -0.27 | -0.19 | 13% | 0% | 29% | 0.4%
> CCOc1ccc(/C=N/NC(=O)C(C)N(c2ccc(OC)cc2)S(C)(=O)=O)cc1OCC (stereo not drawn)
    -2% | -0.19 | 2% | 2.1 | 23% | 0.6% | 1.2 | -0.32 | 7% | -15% | 15% | -3.4%
> COc1ccccc1C(=O)N/N=C(\C)CC(=O)Nc1ccc(Nc2ccccc2)cc1
    -15% | . | . | . | -1% | 1.3% | . | . | 0% | 7% | . | 2.1%
> Cc1cc(C)n2nc(C)c(-c3ccc(Cl)cc3)c2n1
    -36%[20 µM] | . | . | . | 7% | -0.4% | . | . | 9% | -25% | . | 0.7%
> COc1ccc(-c2nc(CS(=O)CC(=O)NCc3ccco3)c(C)o2)cc1 (stereo not drawn)
    -7% | -0.31 | -3% | -1 | 2% | -0.1% | -0.57 | 1 | -12% | -8% | 23% | 3.2%
> Cn1c(N)c(C(=O)COC(=O)CNS(=O)(=O)c2ccc(Cl)c(Cl)c2)c(=O)n(C)c1=O
    -30% | -0.14 | 10% | 0.88 | 8% | -0.3% | 0.12 | -0.48 | 16% | -42% | 14% | 11%

An excerpt from above, limited to KOR beta-arrestin-2 and AID2073.
SMILES	KOR beta-arrestin-2	AID2073
Nc1ccccc1Sc1ccc(C(=O)c2ccccc2C(=O)O)cc1[N+](=O)[O-]	0.4%	13%
CCOc1ccc(/C=N/NC(=O)C(C)N(c2ccc(OC)cc2)S(C)(=O)=O)cc1OCC (stereo not drawn)	-3.4%	7%
COc1ccccc1C(=O)N/N=C(\C)CC(=O)Nc1ccc(Nc2ccccc2)cc1	2.1%	0%
